K1F lysis inhibition: inhibition of K1F phage lysis, E. coli UTI89, bacterial capsule biogenesis inhibitors, alamar blue (AID 488966); E. coli UTI89 K1F phage lysis, alamar blue, 2 h; higher % means a stronger effect; one-dose inhibition, % at 100 µM; IC50 in µM for titrated hits; actives 0.02% (n = 340,000);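 active means phage lysis inhibition, versus mean bacterial control, above a set limit; inconclusive means no clear call, values can overlap the other calls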;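 further: capsule biogenesis inhibitors block K1F phage lysis so surviving cells raise fluorescence; higher fluorescence means more inhibition of phage lysis; actives were called in the ten point dose series up to 300 µM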
RSV CPE inhibition: RSV antiviral activity via CPE protection, HEp-2 cells, primary 10 µM value included (AID 2391). HEp-2 cells, RSV-induced CPE inhibition; higher % means a stronger effect. CPE inhibition, % at 10 µM; hits with a dose series show IC50 in µM. actives 0.13% (n = 310,000); in the data active means a potency from the dose series; inconclusive means CPE inhibition mostly from about 23% at the one dose, without a potency; inactive means the rest, 99 in 100 with CPE inhibition below about 21%; further: strong numbers were not always called active
Salmonella PhoP GFP: inhibitors of PhoP regulon expression, primary screen, Salmonella Typhimurium, GFP reporter (AID 1863); S. Typhimurium PhoP-regulated promoter GFP reporter, 4 h; higher % means a stronger effect; inhibition, % at 50 µM, or IC50 in µM where a hit was titrated; actives 0.16% (n = 300,000);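 active means inhibition over 29.93%, a cutoff 3 SD above the screen mean, later confirmed by dose response; inconclusive means inhibition over 29.93% but no dose response follow-up; inactive means inhibition at most 29.93% or unconfirmed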;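 further: 0% = low Mg2+ inducing control and 100% = high Mg2+ repressing control; strong numbers were not always called active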
T cell modulator: T cell immune modulators affecting CD8 T cell-vesicle binding. 2C CD8+ T cell-vesicle binding, flow cytometry; hits give low values. actives 0.068% (n = 330,000). calls only at 7 µM;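 active means response, share of CD8 T cells binding vesicles, and their 90th percentile fluorescence all below set limits, cut at about 80% in these data, passing the limit was not always enough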
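Material: murine 2C transgenic CD8+ T lymphocytes / Also added: QL9-peptide-loaded Drosophila micro-vesicles bearing Ld, ICAM-1 and B7-1 / Schedule: binding step 1.5 h, 37 °C, antibody labelling 20 min, ice / Signal: flow cytometry, PE anti-B7-1 (FL2) versus Alexa647 anti-CD8 (FL8), PFA-fixed / Evaluation: percent CD8+ FL2 mean versus row control / Benchmarks: naked versus QL9-loaded vesicles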
NS5 inhibitors: Dengue-2 NS5 methyltransferase inhibitors, primary screen, biochemical, confirmation dose response (AID 588689); Dengue-2 NS5 methyltransferase capping enzyme assay, biochemical; higher % means a stronger effect; inhibition, % at 25 µM, or IC50 in µM where a hit was titrated; actives 0.3% (n = 340,000); in the data active means a potency from the dose series; inconclusive means inhibition above about 29% without an active follow-up result
NTR1 agonist: NTR1-driven beta-arrestin-GFP spot formation – imaging, U2OS cells, high content, primary screen (AID 493036); P30989; agonist mode; activation, % at 20 µM; actives 0.17% (n = 330,000);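 active means activation at or above 40% of the spot to cytoplasm intensity ratio, with at least 20 cells analyzed; inconclusive means wells under 20 cells, flagged as cytotoxic or low count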;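 further: 0% = DMSO without peptide and 100% = 100 nM NTR1 peptide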
Target sequence (P30989 whole entry, looked up): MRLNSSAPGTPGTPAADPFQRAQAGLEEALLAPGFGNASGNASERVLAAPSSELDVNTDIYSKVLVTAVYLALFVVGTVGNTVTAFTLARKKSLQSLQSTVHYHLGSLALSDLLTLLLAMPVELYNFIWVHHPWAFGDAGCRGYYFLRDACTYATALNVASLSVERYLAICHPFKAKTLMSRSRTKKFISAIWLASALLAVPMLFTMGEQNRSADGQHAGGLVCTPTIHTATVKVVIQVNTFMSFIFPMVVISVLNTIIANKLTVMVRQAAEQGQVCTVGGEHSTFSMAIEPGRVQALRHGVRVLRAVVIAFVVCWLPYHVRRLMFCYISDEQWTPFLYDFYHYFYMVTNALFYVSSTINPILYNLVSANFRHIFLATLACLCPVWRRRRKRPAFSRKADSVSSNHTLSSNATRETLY
West Nile antiviral: inhibition of WNV-induced cytopathic effect – cell-based, CPE readout (AID 1621). actives 0.02% (n = 290,000). one-dose CPE inhibition, % at 10 µM; IC50 in µM for titrated hits. West Nile virus-infected cells, CPE inhibition; higher % means a stronger effect; in the data active means a potency from the dose series; inconclusive means CPE inhibition mostly from about 3.7% at the one dose, without a potency; inactive means the rest, 99 in 100 with CPE inhibition below about 2.2%; further: strong numbers were not always called active
Rac1 GTP hydrolysis: MgcRacGAP GTPase-activating activity inhibitors, confirmation, biochemical, ADP Hunter fluorescence; AID 624330; inhibition, % at 30 µM, or IC50 in µM where a hit was titrated; actives 0.6% (n = 340,000); MgcRacGAP-stimulated Rac1 GTP hydrolysis, ADP Hunter fluorescence; higher % means a stronger effect; GST-tagged Rac1 F28L mutant substrate;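 active means first-screen hits whose inhibition reached a set limit at any dose in the follow-up dose series; inconclusive means inhibition above the set first-screen limit but never retested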;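 further: fluorescence reports GDP produced by GAP-driven GTP hydrolysis; strong numbers were not always called active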
SV40 large T antigen: TAg ATPase/helicase activity blockers – biochemical (AID 1903); SV40 large T antigen ATPase/helicase inhibition assay; higher % means a stronger effect; inhibition, % at 20 µM; hits with a dose series show IC50 in µM; actives 0.39% (n = 310,000); in the data active means a potency from the dose series; inconclusive means inhibition mostly from about 32% at the one dose, without a potency; inactive means the rest, 99 in 100 with inhibition below about 32%; further: strong numbers were not always called active
T cell modulator vesicle-bound %: second read-out of T cell modulator, no call of its own (marks repeat the call); double positive events, %; measured here: CD8+ vesicle-bound cell fraction;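 binding gate set so that unloaded-vesicle control wells show 10% double positive cells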
NTR1 agonist cell count 20 µM: recorded beside NTR1 agonist, whose call it bears; cell count; measured here: cell count, cytotoxicity flag
NS5 inhibitors pilot replicate: also measured in NS5 inhibitors; calls as there; inhibition, %; measured here: pilot screen replicate inhibition
The depositor's hits bear a star; i = inactive; ? = inconclusive; . = no result given; + = active, no number; [ ] = another dose, or the depositor's remark.

SMILES | K1F lysis inhibition | RSV CPE inhibition | Salmonella PhoP GFP | T cell modulator | T cell modulator vesicle-bound % | NS5 inhibitors | NTR1 agonist | NTR1 agonist cell count 20 µM | West Nile antiviral | Rac1 GTP hydrolysis | SV40 large T antigen | others
Cc1cc(C)c(C(=O)COC(=O)C2CCN(c3ccc(C(F)(F)F)cn3)CC2)cc1C | -0.9% | 0.8% | 5% | i | 56 | -3% | 0.9 | 62 | . | 9% | 8%
O=C(CSC1=NNC(c2ccccn2)S1)Nc1ccc(C(F)(F)F)cc1 (centres undefined) | -2.2% | . | 6% | i | 51 | -1% | 3.2 | 50 | -0.2% | 4% | 8%
O=C(CSc1ccc(-c2ccco2)nn1)Nc1cccc(F)c1 | 0.0% | 1.6% | 2% | i | 21 | -4% | 1.2 | 60 | -0.6% | 12% | 11%
COc1ccc(C2(c3ccc(OC)cc3)NC(=O)N(CC(=O)NCC(F)(F)F)C2=O)cc1 | 0.2% | 2.4% | -1% | i | 22 | 2% | -0.7 | 59 | -0.2% | 9% | 12%
Cc1ccc(S(=O)(=O)Nc2c(O)ccc3ccccc23)cc1 | . | 1.9% | . | + | 4.7* | . | 0.0 | 48 | . | . | 46%
O=c1cc(-c2ccc(O)c(O)c2)oc2c(C3O[C@H](CO)[C@@H](O)[C@H](O)[C@H]3O)c(O)cc(O)c12 (some centres undefined) | 4.8% | 18µM* | 3% | i | 44 | -6% | -1.3 | 101 | 0.0% | ? | 3.1µM*
Cc1cccc(C)c1NC(=O)C(NC=O)c1ccc(N(C)C)cc1 (centres undefined) | 0.1% | 1.2% | -11% | i | 41 | 8% | 1.6 | 50 | 0.0% | 8% | 26%
COc1cc(C)c(CN2CCC(Oc3ccc(C(=O)N4CCCC4)cc3)CC2)cc1C | 0.5%[50 µM] | 0.3% | -1% | i | 69 | 1% | -0.4 | 63 | -0.7% | -3% | 7%
Cc1ccc(/C=N\NC(=O)Cn2c(C)nc3ccccc32)o1 | 0.8% | 0.8% | 2% | i | 40 | -6% | 0.9 | 72 | -1.1% | 8% | 13%
CCCC(=O)NC(c1ccccc1)c1c(O)ccc2ccccc12 (centres undefined) | -0.1% | 9.0% | -3% | i | 50 | -10% | 1.5 | 55 | -1.0% | 5% | 10%
CC(=O)c1c(N2CCC(C(N)=O)CC2)nc(=S)n(-c2ccccc2)c1C | -0.3% | 0.1% | 3% | i | 21 | 12% | -0.4 | 80 | -0.6% | -6% | 5% | NS5 inhibitors pilot replicate=2.1
O=S1(=O)CCOCCCN1Cc1ccccc1Br | 0.3% | 1.2% | -10% | i | 40 | 0% | 3.0 | 75 | -0.5% | -1% | 5%
COc1ccc(-c2noc3c2-c2nc(-c4ccc(Br)cc4)sc2CC3)cc1 | 2.4% | 5.7% | . | . | . | -3% | 5.6 | 79 | -0.4% | 3% | 1%
CC(C)N1CCN(Cc2cccc(-n3cccn3)c2)CC1CCO (centres undefined) | 0.1% | -0.6% | -7% | i | 2 | 2% | 1.4 | 57 | 0.4% | 7% | 18%
Cn1nc(C(=O)Nc2ccc3c(c2)OCCO3)cc1C(=O)O | 0.2% | -2.0% | -4% | i | 47 | 8% | 0.8 | 39 | 0.0% | 2% | 5%
COc1ccc(CNC(=O)COC(=O)C2(C)CC2(Cl)Cl)cc1 (centres undefined) | 1.6%[50 µM] | . | . | i | 52 | -6% | 1.3 | 71 | . | 4% | .
Cc1cccc(NC(=O)CCN2CCC(C)CC2)c1 | 0.4% | -0.5% | -3% | i | 50 | -8% | 2.0 | 68 | -0.1% | 5% | 12%
Cc1ccc(CNC(=O)C2CCC(=O)N2CCc2ccccc2)cc1 (centres undefined) | 5.7% | 0.6% | -4% | i | 61 | -6% | 0.3 | 58 | -0.2% | 6% | 14%
Cc1noc(C)c1CSc1nc2ccccc2n1C | 5.6% | 3.5% | 11% | i | 44 | -5% | 2.1 | 61 | -0.2% | 2% | 8%
CN1CCN(c2ccccc2NC(=O)Cn2ncc3c([nH]c4ccccc43)c2=O)CC1 | 1.0% | -0.5% | -2% | i | 30 | 8% | 1.5 | 54 | 0.1% | 8% | 27%
COc1ccc(/C(O)=C2/C(=O)C(=O)N(CCCC(=O)O)C2c2ccc(OC)c(OC)c2)cc1 (centres undefined) | 1.1% | 2.7% | 9% | i | 39 | -3% | -4.0 | 72 | 0.7% | 3% | -1%
COc1cccc(N(CC(=O)NC2CCCCCC2)S(=O)(=O)c2ccccc2)c1 | -0.1% | 0.0% | 6% | i | 28 | -4% | 3.8 | 58 | -1.1% | 9% | 11%
NC(=O)c1coc(-c2ccccc2)n1 | 0.1% | 12% | 0% | i | 45 | -2% | 0.1 | 36 | -0.5% | 1% | 0%
COc1ccc(NC(C)=O)cc1CNC(=O)COc1c(C)c(C)cc(C)c1C | 0.9%[50 µM] | 7.1% | 7% | i | 43 | -6% | 3.5 | 78 | -1.6% | 0% | -2%
COCCOC(=O)C1=C(C)OC(N)=C(C#N)C1c1ccco1 (centres undefined) | 6.8% | 0.9% | -3% | i | 57 | 9% | 2.6 | 86 | 0.3% | 5% | 4%
CCNC(=S)N(Cc1ccc(OC)cc1)C1CC(=O)N(c2ccc(OCC)cc2)C1=O (centres undefined) | 0.0% | 0.3% | 6% | i | 30 | -1% | -0.5 | 44 | -0.5% | 3% | -4%
O=Cc1ccccc1OCc1nnsc1Cl | -0.5% | 0.7% | 1% | i | 44 | 5% | 1.7 | 51 | -0.2% | 16% | 12%
Fc1ccc(Oc2cc(N3CCOCC3)nc(-c3ccccc3)n2)c(F)c1 | 0.4% | 2.5% | -2% | i | 27 | -3% | 6.6 | 73 | 0.7% | 9% | 3%
Cc1cc(C)cc(OCC(=O)Nc2nc(-c3ccccn3)cs2)c1 | 1.2%[50 µM] | . | . | . | . | 5% | 2.3 | 46 | . | 0% | .
CCCCOC(=O)Nc1ccc(C(C)C)cc1 | 1.7% | 1.7% | 6% | i | 33 | -2% | 0.3 | 58 | -0.1% | 8% | 4%
Cc1nn(CC(=O)N2CCN(c3cccc(C(F)(F)F)c3)CC2)c(=O)c2cccn12 | -0.2% | 15% | -3% | i | 13 | -1% | -0.8 | 73 | 0.0% | 7% | 4%
Cc1c(NC(=O)c2n[nH]c(=O)c3ccccc23)c(=O)n(-c2ccccc2)n1C | 0.5% | -0.3% | 3% | i | 38 | -7% | -0.2 | 75 | 0.0% | 4% | 0% | NS5 inhibitors pilot replicate=2.4
CN(C(=O)COC(=O)c1cc(S(=O)(=O)N(C)C)ccc1Cl)C1CCS(=O)(=O)C1 (centres undefined) | 0.3%[50 µM] | 2.1% | 3% | i | 53 | -11% | 0.5 | 60 | . | 5% | 2%
O=C(c1ccco1)N1CCN(c2c(-c3ccccc3)c3cc(Cl)ccc3[nH]c2=O)CC1 | 4.5% | ? | -11% | i | 35 | -5% | 16 | 58 | ? | 2% | 29%
CC(C)CC(=O)NC(=S)Nc1ccc(CN2CCOCC2)cc1 | 0.6% | . | -7% | i | 28 | -3% | -0.8 | 43 | -0.8% | 3% | 11%
CSc1cccc(NC(=O)Cn2cccc2)c1 | 3.6% | 0.9% | 1% | i | 58 | -5% | 0.4 | 64 | 0.1% | 1% | 15%
CCCCOC(=O)c1ccc(NC(=O)COC(=O)C2CSC3(C)CCC(=O)N23)cc1 (centres undefined) | -0.1%[50 µM] | 0.8% | 6% | i | 52 | -1% | 1.6 | 63 | . | 5% | 2%
CC(C(=O)Nc1ccccc1Sc1ccccc1)N(c1ccccc1)S(C)(=O)=O (centres undefined) | 0.8% | 14% | -7% | i | 23 | -9% | 0.2 | 41 | -0.2% | -5% | 14%
COc1ccc(C2CC(=O)Oc3c(C(CCN4CCCC(C)C4)c4ccc(N(C)C)cc4)c(OC)cc(OC)c32)cc1 (centres undefined) | 2.6% | 1.8% | 2% | i | 29 | 7% | 1.6 | 95 | -1.2% | 14% | 25%
Cc1ccc(C(=O)Nc2ccccc2N2CCN(C(=O)C(C)C)CC2)cc1C | 0.3% | 3.4% | 9% | i | 28 | -7% | 3.0 | 74 | 0.4% | 7% | 18%
C#CCN(C)CCCOc1ccc(Cl)cc1Cl | 5.5% | 0.5% | 3% | i | 36 | 1% | -1.6 | 71 | 0.2% | 7% | 4%
CCN(C(=O)CSc1nccn1C)c1cccc2ccccc12 | 0.6%[50 µM] | 3.1% | . | i | 16 | 1% | 0.8 | 71 | . | 9% | .
Cc1[nH]c2ccccc2c1/C=N/NC(=O)CNC(=O)c1ccco1 | . | 1.0% | 1% | i | 17 | . | 1.8 | 58 | 0.3% | . | 26%
CC(C)(CCl)C(=O)Nc1ccnc(-c2ccncc2)n1 | -0.1% | 3.2% | 9% | i | 12 | -12% | 0.1 | 32 | -0.6% | 1% | 8%
CC1(C)C(=O)NC(=O)N1Cc1ccccc1 | 1.3% | 0.8% | . | i | 45 | -5% | 1.7 | 107 | . | 7% | 15%
CCOC(=O)c1c(OCCO)nn(-c2ccccc2)c1N | -0.5% | 0.1% | 2% | i | 42 | 0% | -0.5 | 77 | -0.3% | 7% | 13%

Among those listed so far, 2 contain a COOH group:
SMILES | K1F lysis inhibition | RSV CPE inhibition | Salmonella PhoP GFP | T cell modulator | T cell modulator vesicle-bound % | NS5 inhibitors | NTR1 agonist | NTR1 agonist cell count 20 µM | West Nile antiviral | Rac1 GTP hydrolysis | SV40 large T antigen | others
Cn1nc(C(=O)Nc2ccc3c(c2)OCCO3)cc1C(=O)O | 0.2% | -2.0% | -4% | i | 47 | 8% | 0.8 | 39 | 0.0% | 2% | 5%
COc1ccc(/C(O)=C2/C(=O)C(=O)N(CCCC(=O)O)C2c2ccc(OC)c(OC)c2)cc1 (centres undefined) | 1.1% | 2.7% | 9% | i | 39 | -3% | -4.0 | 72 | 0.7% | 3% | -1%
